# HEK293 NOD2/NF-kB: inhibition of NOD2-driven NF-kB reporter – cell-based, luminescence, uHTS, HEK293 (AID 1566) | HEK293 NOD2/NF-kB luciferase reporter, luminescence; higher % means a stronger effect | inhibition, % at 4 µM; hits with a dose series show EC50 in µM | hit rate 0.63% among 290,000; also: many of its hits are not listed in these tables
# KOR beta-arrestin-1: kappa opioid receptor blockers – cell-based, luminescence, uHTS (AID 1778) | KOR beta-arrestin recruitment, luminescence, antagonist mode; higher % means a stronger effect | inhibition, % at 10 µM, or IC50 in µM where a hit was titrated | hit rate 0.091% among 290,000; also: strong numbers were not always called active
# NOD1 NF-kB reporter: NOD1 signaling inhibitors, primary screen, cell-based, luminescence, uHTS (AID 1578) | NOD1-driven NF-kB luciferase reporter cells, luminescence; higher % means a stronger effect | inhibition, % at 4 µM; hits with a dose series show EC50 in µM | hit rate 1% among 290,000; in the data active = inhibition mostly above about 36%, no sharp cut-off; inactive = mostly below about 34%;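 also: HEK-293T reporter cells stimulated with the NOD1 agonist gamma-tri-DAP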
# GPR35 antagonists: GPR35 antagonists blocking zaprinast-driven arrestin recruitment, primary screen, imaging, U2OS, beta-arrestin-GFP, zaprinast agonist (AID 2058); U2OS GPR35 beta-arrestin-GFP translocation imaging, zaprinast antagonism; higher % means a stronger effect; inhibition, % at 10 µM, or IC50 in µM where a hit was titrated; hit rate 0.052% among 290,000;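 active = inhibition of at least 50% with at least 30 cells and total cytoplasm GFP at most 10,000,000; inconclusive = under 30 cells or total GFP of 10,000,000 plus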
# GPR55 antagonists: inhibition of LPI-stimulated GPR55 beta-arrestin translocation – imaging, U2OS, beta-arrestin-GFP, LPI agonist, primary screen (AID 2013). one-dose inhibition, % at 10 µM; IC50 in µM for titrated hits. U2OS GPR55 beta-arrestin-GFP translocation imaging, LPI antagonism; higher % means a stronger effect. hit rate 0.13% among 290,000;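 active = spots per cell inhibited over 60%, with over 100 cells counted and total cytoplasm intensity under 500,000; inconclusive = wells with under 100 cells, flagged as likely toxic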;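 also: U2OS cells stably carrying GPR55 and arrestin-GFP stimulated by 5 µM LPI near EC80; imaged beta-arrestin-GFP aggregate spots per cell after agonist stimulation; plate controls were LPI-stimulated DMSO wells for no effect and DMSO wells without LPI for full effect; some results filed as inactive read as strong as hits; confirmed hits need IC50 under 10 µM and bright autofluorescent wells are also inconclusive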
# HIV fusion peptide: inhibitors of HIV fusion peptide binding, primary screen, biochemical, uHTS, fluorescence dequenching (AID 1986) | cell-free peptide binding, fluorescence dequenching, 30 min; higher % means a stronger effect | hit rate 0.3% among 290,000 | inhibition, % at 20 µM; hits with a dose series show IC50 in µM; in the data active = inhibition mostly above about 52%, no sharp cut-off; inactive = mostly below about 76%; also: some results filed as inactive read as strong as hits
# Myeloid diff 2: promotes myeloid progenitor differentiation. hit rate 1% among 360,000. AID 624256. ER-HoxA9 myeloid progenitors, lysozyme-GFP differentiation, flow cytometry. calls only at 10 µM;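 active = normalized GFP-positive differentiation at or above the plate's own cutoff, the solvent-only control mean plus 3 SD; inconclusive = no clear call, values can overlap the other calls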;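 also: cells exposed to compound for four days before flow analysis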
# KOR beta-arrestin-2: KOR agonists, beta-arrestin recruitment, primary screen, cell-based, luminescence, uHTS (AID 1777); KOR beta-arrestin recruitment, luminescence; higher % means a stronger effect; activation, % at 10 µM; hits with a dose series show EC50 in µM; hit rate 0.02% among 280,000; in the data active = activation above about 50%, passing the limit was not always enough; also: a part of the inactive calls stands beside numbers as strong as those of hits
# GPR55 activation: selective activators of receptor GPR55 – imaging, U2OS cells, beta-arrestin-GFP redistribution, primary screen (AID 1961); hit rate 0.048% among 290,000; U2OS GPR55 beta-arrestin-GFP redistribution imaging; higher % means a stronger effect; one-dose activation, % at 10 µM; EC50 in µM for titrated hits;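 active = activation above 40% with more than 50 cells counted in the well; inconclusive = wells holding fewer than 50 cells, flagged as toxic or sparse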;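 also: U2OS osteosarcoma cells stably expressing GPR55 and beta-arrestin-GFP; plate controls were DMSO negative control for no effect and LPI positive control for full effect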
# Myeloid diff 2 GFP+ MAC1+ %: second read-out of Myeloid diff 2, no call of its own (marks repeat the call); GFP+ MAC1+ double positive, %; measured here: differentiation confirmed by MAC1 staining
# Active calls of the source: *; i = inactive; ? = inconclusive; . = not tested or not shown. Rule as the data show it, unless noted: active = inhibition above about 50%; inactive = the rest. Only part of the results is shown; count on the stated rates, not on these rows.
SMILES,HEK293 NOD2/NF-kB,KOR beta-arrestin-1,NOD1 NF-kB reporter,GPR35 antagonists,GPR55 antagonists,HIV fusion peptide,Myeloid diff 2,Myeloid diff 2 GFP+ MAC1+ %,KOR beta-arrestin-2,GPR55 activation
CC(C)C(=O)N1CCN(CCN2C(=O)c3cccc4cccc(c34)C2=O)CC1,16%,20%,1%,-22%,2%,-0.7%,i,0.4,-0.8%,-0.1%
CCCCCOc1ccc2oc(=O)c3c(c2c1)CCCN3C(=O)CN1CCCC(C(=O)OCC)C1 (centres undefined),14%,-74%,20%,-5%,-2%,10%,i,0.7,-7.6%,-0.1%
O=C(COC(=O)CSc1ccc(F)cc1)NCC1CCCCC1,-15%,-7%,-37%,-4%,8%,-0.7%,i,1.3,2.0%,0.3%
Cc1ccc(C2C3=C(CC(C)(C)CC3=O)NC3=C2C(=O)c2ccccc23)cc1 (centres undefined),7%,-2%,1%,4%,12%,0.1%,i,0.2,6.8%,-0.8%
Cc1ccc(C)c2c3c([nH]c12)-c1nonc1CC3,-11%,-31%,-26%,1%,9%,-0.6%,i,0.7,-2.0%,0.3%
CC(=O)c1ccc(NCC(=O)N2CCN(c3ccccc3)CC2)cc1,12%,7%,14%,-9%,9%,2.6%,i,0.4,5.5%,0.3%
c1ccc(CNc2nc(NCc3ccccc3)c3ccccc3n2)cc1,-4%,-78%,-6%,4%,72%*,2.4%,i,0.3,2.6%,2.7%
O=C(O)CSCC(=O)c1ccccc1,-8%,37%,4%,3%,-16%,-2.4%,i,6.1,5.1%,-0.2%
CCS(=O)(=O)N1CCC(C(=O)NCc2ccc3c(c2)OCO3)CC1,2%,12%,-40%,-2%,3%,0.2%,i,0.6,2.1%,0.2%
CCOc1ccc(N(CC(=O)NCc2ccccc2)S(C)(=O)=O)cc1,-16%,4%,-9%,17%,3%,0.0%,i,0.7,3.8%,-0.2%
CC(C)C(c1nnnn1Cc1cccs1)N1CCN(C2CCCC2)CC1 (centres undefined),-14%,-1%,-10%,12%,12%,-0.8%,i,0.1,3.7%,-0.2%
CCC(=O)Nc1c(OC(=O)CC)ccc2c(C)cc(=O)oc12,3%,15%,-39%,2%,-3%,-1.1%,i,1.0,3.9%,0.0%
O=C(NCCN1CCOCC1)c1ccc(Cl)cc1O,-1%,0%,-14%,7%,9%,0.1%,i,1.1,-2.4%,0.2%
CCC(=O)Nc1nc2ccccc2n1Cc1ccc(C)cc1,6%,15%,32%,8%,-6%,-1.4%,i,1.9,-1.5%,-0.1%
Cc1cccc(NC(=S)NCc2cccn2C)c1,-1%,10%,-41%,21%,12%,8.0%,i,6.5,-14%,-0.1%
CCOc1ccc(C(C)C)cc1S(=O)(=O)N1CCN(C(=O)c2ccco2)CC1,10%,12%,-16%,15%,-17%,-0.9%,i,0.2,-3.0%,-0.2%
COc1ccc(CNC(=O)COC(=O)c2n[nH]c3ccccc23)cc1,16%,1%,7%,1%,0%,-0.7%,i,1.2,8.2%,-0.1%
COc1ccc(-c2csc3ncnc(N4CCN(c5ccccc5[N+](=O)[O-])CC4)c23)cc1,.,8%,.,-1%,5%,-1.5%,?,.,-5.2%,-0.1%
CCCCOC1CC(c2ccc(OCc3ccc(OC)cc3)c(OC)c2)N(C)O1 (centres undefined),2%,-26%,-10%,0%,7%,0.7%,i,0.1,5.2%,0.4%
O=C(N/N=C/c1coc2ccc(Cl)cc2c1=O)c1ccncc1,19%,11%,47%,-8%,3%,-1.7%,i,0.3,-2.6%,-0.1%

# 2 compounds drawn at random from those above:
SMILES,HEK293 NOD2/NF-kB,KOR beta-arrestin-1,NOD1 NF-kB reporter,GPR35 antagonists,GPR55 antagonists,HIV fusion peptide,Myeloid diff 2,Myeloid diff 2 GFP+ MAC1+ %,KOR beta-arrestin-2,GPR55 activation
CCS(=O)(=O)N1CCC(C(=O)NCc2ccc3c(c2)OCO3)CC1,2%,12%,-40%,-2%,3%,0.2%,i,0.6,2.1%,0.2%
COc1ccc(-c2csc3ncnc(N4CCN(c5ccccc5[N+](=O)[O-])CC4)c23)cc1,.,8%,.,-1%,5%,-1.5%,?,.,-5.2%,-0.1%

# Other structures
SMILES,HEK293 NOD2/NF-kB,KOR beta-arrestin-1,NOD1 NF-kB reporter,GPR35 antagonists,GPR55 antagonists,HIV fusion peptide,Myeloid diff 2,Myeloid diff 2 GFP+ MAC1+ %,KOR beta-arrestin-2,GPR55 activation
CCCc1cc(=O)[nH]c(SCC(=O)Nc2cc3c(cc2C(C)=O)OCO3)n1,-8%,2%,3%,7%,2%,-3.3%,i,1.2,-0.3%,0.0%
CCCC(C(=O)OCC)P(=O)(c1ccccc1)c1ccccc1 (centres undefined),-2%,-4%,-6%,4%,4%,-0.8%,i,0.8,11%,-0.1%
N#Cc1c(N)nc2c3c(sc(=N)c2c1N)NC(=O)CC3c1ccccc1 (centres undefined),15%,-23%,-6%,-6%,-1%,7.4%,i,0.9,-2.3%,-0.3%
CCCC(=O)NNC(=O)c1ccoc1C,11%,-36%,-16%,8%,10%,2.1%,i,1.0,-2.7%,-0.1%
O=C(NCCc1cccs1)C1CC(c2ccccc2[N+](=O)[O-])=NO1 (centres undefined),-32%,-3%,-11%,4%,-20%,1.6%,i,0.5,-5.0%,-0.2%
CCOc1ccc(-c2nnc(-c3cccnc3)o2)cc1OCC,20%,3%,-21%,-10%,-2%,1.9%,i,1.8,-4.3%,-0.2%
Cc1ccc(C)c(N2CCN(S(=O)(=O)c3ccc4c(c3)CC(=O)N4C)CC2)c1,23%,-3%,-17%,-13%,-10%,1.6%,i,3.5,-2.5%,-0.1%
COCCCn1c(SCC(=O)NC2CCCC2)nnc1-c1ccco1,3%,-37%,-3%,-6%,-14%,-0.1%,i,0.5,0.6%,-0.2%
Cc1ccc(S(=O)(=O)N2CCN(C(=O)CCC(=O)NCCc3ccc(S(N)(=O)=O)cc3)CC2)c(C)c1,-2%,-15%,12%,-2%,-6%,-2.6%,i,0.3,2.2%,-0.5%
COCCn1c(SCC(=O)c2ccc3c(c2)OCCO3)nnc1-c1ccco1,-4%,-23%,-6%,1%,8%,1.3%,i,0.3,0.3%,0.2%
CCOc1ccc(NC(=O)CSc2nc(C)cc(C)n2)cc1,15%,4%,-9%,-16%,3%,-0.8%,i,4.7,-7.4%,-0.1%
O=C(NNC(=S)Nc1ccc(F)cc1)c1ccccc1OC(F)F,-3%,-27%,-6%,-4%,16%,0.5%,i,3.7,9.2%,0.1%
C=CCNC(=S)NNC(=O)c1ccc(OCC(C)C)cc1,1%,-1%,1%,-14%,-2%,-2.9%,i,11,-2.3%,-0.1%
O=C(CCC1CCCC1)NCCCN1CCOCC1,16%,25%,-23%,4%,4%,-0.4%,i,0.5,-3.4%,0.2%
CC(=O)NNc1nc(-c2ccccc2)cs1,3%,0%,-45%,-12%,8%,3.2%,i,0.1,-5.5%,-0.3%
CCO[C@H]1OC(C(=O)N2CCOCC2)=C[C@@H](c2coc3ccccc3c2=O)[C@@H]1CCCO,-1%,6%,-12%,3%,5%,1.4%,i,1.7,1.6%,-0.2%
CC(C)Cc1cc(C(=O)Nc2ccc(Br)cc2)no1,-61%,28%,6%,11%,12%,-1.0%,i,0.4,0.1%,-0.2%
O=C(O)/C=C/c1ccc([N+](=O)[O-])o1,8%,-8%,-18%,13%,4%,5.1%,i,0.3,-5.5%,-0.2%
NNc1nnc(-c2ccccc2)c(-c2ccccc2)n1,15%,32%,13%,0%,3%,-1.4%,?,.,-10%,0.0%
CCCC[C@@H]1CN=C(N)N1CCc1cc(C(F)(F)F)cc(C(F)(F)F)c1,9%,23%,-8%,3%,6%,-1.4%,i,1.8,-1.3%,-0.1%
COC(=O)C1=C(Nc2cc(Cl)cc(Cl)c2)CSC1,17%,14%,2%,17%,2%,0.3%,i,0.3,-0.1%,0.1%
N#Cc1cn(CCOc2ccc(F)cc2)c2ccccc12,0%,-6%,23%,3%,0%,-0.3%,i,1.4,-1.5%,-0.4%

# Entries listed so far with a halogen, in the order listed:
SMILES,HEK293 NOD2/NF-kB,KOR beta-arrestin-1,NOD1 NF-kB reporter,GPR35 antagonists,GPR55 antagonists,HIV fusion peptide,Myeloid diff 2,Myeloid diff 2 GFP+ MAC1+ %,KOR beta-arrestin-2,GPR55 activation
O=C(COC(=O)CSc1ccc(F)cc1)NCC1CCCCC1,-15%,-7%,-37%,-4%,8%,-0.7%,i,1.3,2.0%,0.3%
O=C(NCCN1CCOCC1)c1ccc(Cl)cc1O,-1%,0%,-14%,7%,9%,0.1%,i,1.1,-2.4%,0.2%
O=C(N/N=C/c1coc2ccc(Cl)cc2c1=O)c1ccncc1,19%,11%,47%,-8%,3%,-1.7%,i,0.3,-2.6%,-0.1%
O=C(NNC(=S)Nc1ccc(F)cc1)c1ccccc1OC(F)F,-3%,-27%,-6%,-4%,16%,0.5%,i,3.7,9.2%,0.1%
CC(C)Cc1cc(C(=O)Nc2ccc(Br)cc2)no1,-61%,28%,6%,11%,12%,-1.0%,i,0.4,0.1%,-0.2%
CCCC[C@@H]1CN=C(N)N1CCc1cc(C(F)(F)F)cc(C(F)(F)F)c1,9%,23%,-8%,3%,6%,-1.4%,i,1.8,-1.3%,-0.1%
COC(=O)C1=C(Nc2cc(Cl)cc(Cl)c2)CSC1,17%,14%,2%,17%,2%,0.3%,i,0.3,-0.1%,0.1%
N#Cc1cn(CCOc2ccc(F)cc2)c2ccccc12,0%,-6%,23%,3%,0%,-0.3%,i,1.4,-1.5%,-0.4%
